Avidin fluor – green autofluorescence of compounds with avidin beads – biophysical, 488/530 nm, flow cytometry, artefact control, profiling panel; compound fluorescence 488/530 nm; stronger effect = higher value; 220,000 tested, 0.38% active; AID 1775, 2009; fluorescence (KMESF) at 10 µM; in the data active = fluorescence above about 47; note: inactives centre near 10
Rac1 mut GTP – GTP binding modulators of activated mutant Rac1, primary screen, biochemical, bead-based flow cytometry, multiplex, fluorescent GTP; Ras-related C3 botulinum toxin substrate 1 (Homo sapiens), P63000; GST-Rac1 activated beads; actives lie on both sides; 100% means binding = to untreated wells; percent activity (GTP binding), % at 10 µM; 190,000 tested, 0.11% active;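 active = GTP binding at least 20 percentage points away from the 100% baseline, in either direction, so actives lie on both sides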
Pf gametocyte – late stage P. falciparum gametocyte viability inhibitors, primary screen, ATP luminescence, HTS; 150,000 tested, 0.065% active; P. falciparum stage V gametocytes, 24 h; inhibition, % at 10.9 µM;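 active = inhibition above the mean plus 3 SD of compounds within the control limits, set per campaign, cut at about 38% in these data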;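 note: 0% = DMSO wells and 100% = medium only without gametocytes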
Rac1 wt GTP bind – wildtype Rac1 GTP binding modulators, primary screen, biochemical, GST-Rac1 beads, flow cytometry, multiplex | Ras-related C3 botulinum toxin substrate 1 (Homo sapiens), P63000 | fluorescent GTP binding; actives lie on both sides; 0 = cold GTP competed, 100 = untreated | GTP binding activity (% of control), % at 10 µM | 190,000 tested, 0.27% active | AID 757, 2007;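 active = GTP binding activity at least 20 points away from the 100% control level, either lower or higher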
Rab7 wt GTP bind – modulators of GTP binding to Rab7, primary screen, biochemical, wildtype, multiplex bead flow cytometry; GST-Rab7 beads, fluorescent GTP binding; actives lie on both sides; untreated = 100%, excess cold GTP = 0%; GTP binding activity (percent of control), % at 10 µM; 190,000 tested, 0.055% active; AID 758, 2007;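 active = fluorescent GTP binding to Rab7 beads changed by at least 20 points from the 100% baseline, either direction, mostly lower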;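 note: median green fluorescence of bound Bodipy-FL-GTP per Rab7 bead population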
ABCB1 block – ABCB1 efflux pump inhibitors, primary screen, cell-based, multiplex, flow cytometry, ABCG2 counter-screen | ATP-dependent translocase ABCB1 (Homo sapiens), P08183 | CCRF-Adr cells, JC-1 efflux | inhibition, % at 6.6 µM | 190,000 tested, 0.067% active; in the data active = inhibition above about 40%;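 note: 0% = vehicle and 100% = reference inhibitor; higher value means more JC-1 retained so stronger ABCB1 efflux block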
ABCG2 block – ABCG2 efflux pump inhibitors, primary screen, multiplex with ABCB1, IgMXP3 cells, flow cytometry | 190,000 tested, 0.1% active | inhibition, % at 6.6 µM | AID 1325, 2008 | JC-1 efflux;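 active = inhibition above 80%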;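 note: 0% = DMSO and 100% = nicardipine control wells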
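test system = two drug-resistant human cell lines, ABCG2 and ABCB1 | amount = 3 million cells/mL final, two lines in 1:1 ratio | reagent = JC-1 transporter substrate | doses = one concentration, 6.6 µM final | incubation = 10 min at 25 °C | signal = flow cytometric JC-1 green MFI at 530 nm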
HRas wt GTP bind – modulators of GTP binding to HRas wildtype, primary screen, biochemical, bead-based flow cytometry, multiplex; GTPase HRas (Homo sapiens), P01112; GST-Ras wt beads, Bodipy-FL-GTP binding; actives lie on both sides; GTP binding activity, % at 10 µM; 190,000 tested, 0.14% active;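 active = GTP binding activity at least 20% away from the 100% baseline, either lowered as inhibitor or raised as activator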;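 note: 0% = unlabeled GTP competition control and 100% = no-compound control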
Target sequence (P01112 whole entry, looked up): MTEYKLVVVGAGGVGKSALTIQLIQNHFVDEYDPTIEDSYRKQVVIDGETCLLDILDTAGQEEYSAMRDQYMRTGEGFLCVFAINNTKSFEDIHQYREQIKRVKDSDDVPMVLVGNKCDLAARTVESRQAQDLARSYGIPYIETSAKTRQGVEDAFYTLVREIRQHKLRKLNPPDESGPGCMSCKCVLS
Rab2A wt mod – modulators of GTP binding to Rab2A wildtype, primary screen, biochemical, dog, bead-based flow cytometry, multiplex; GTP binding activity, % at 10 µM; Ras-related protein Rab-2A (Canis lupus familiaris), P61105; GST-Rab2 wt beads, Bodipy-GTP binding; 190,000 tested, 0.19% active;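 active = GTP binding activity at least 20 points away from 100%, either lowered or raised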;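 note: 0% = beads with excess unlabeled GTP and 100% = no-compound control corrected for plate trend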
Cdc42 wt GTP – modulators of GTP binding to wildtype Cdc42, primary screen, biochemical, multiplex bead flow cytometry, Bodipy-GTP. percent activity (GTP binding), % at 10 µM. GST-Cdc42 beads; actives lie on both sides. 190,000 tested, 0.2% active. Cell division control protein 42 homolog (Homo sapiens), P60953;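 active = percent activity GTP binding at least 20 points away from the 100% baseline, either down as inhibitor or up as activator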;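 note: median bead fluorescence of bound Bodipy-FL-GTP at 100 nM; 0% = excess unlabeled GTP control and 100% = no compound control; below 100% means less GTP binding so inhibitor and above means activator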
Target sequence (P60953 whole entry, looked up): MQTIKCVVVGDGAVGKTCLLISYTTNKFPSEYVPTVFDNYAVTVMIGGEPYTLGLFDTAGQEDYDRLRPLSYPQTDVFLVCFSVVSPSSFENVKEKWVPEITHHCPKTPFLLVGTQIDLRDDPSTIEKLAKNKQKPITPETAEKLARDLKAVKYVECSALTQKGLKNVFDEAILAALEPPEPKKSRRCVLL
Mcl1 Noxa PPI – Mcl-1/Noxa binding inhibitors, primary screen, biochemical, TR-FRET, 1536-well | Induced myeloid leukemia cell differentiation protein Mcl-1 (Homo sapiens), Q07820 | TR-FRET Mcl-1/Noxa peptide binding, 2 h | inhibition, % at 21.7 µM | 220,000 tested, 1.5% active | AID 1022, 2008;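 active = compounds that cut the protein-peptide binding signal by more than 50% relative to plate controls in a single-dose test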;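 note: His-tagged Mcl-1 with rhodamine Noxa BH3 peptide and terbium anti-His antibody; 0% = Mcl-1 plus Noxa peptide wells and 100% = peptide-only wells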
Target sequence (Q07820 whole entry, looked up): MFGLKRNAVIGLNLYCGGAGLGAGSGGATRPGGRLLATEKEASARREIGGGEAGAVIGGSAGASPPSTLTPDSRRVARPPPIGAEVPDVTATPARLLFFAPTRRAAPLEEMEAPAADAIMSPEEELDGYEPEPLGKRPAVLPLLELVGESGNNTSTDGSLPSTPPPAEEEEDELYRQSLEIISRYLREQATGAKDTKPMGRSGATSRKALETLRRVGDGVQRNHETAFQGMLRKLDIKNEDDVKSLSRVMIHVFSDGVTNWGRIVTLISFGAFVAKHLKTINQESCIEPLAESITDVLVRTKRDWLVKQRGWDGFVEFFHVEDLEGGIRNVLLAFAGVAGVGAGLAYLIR
Starred values were filed as active, the others as inactive; x = not tested or not shown; & = joins results of further samples. Rows were taken by chance; about 2.3% have a hit in one of these screens.

smiles | Avidin fluor | Rac1 mut GTP | Pf gametocyte | Rac1 wt GTP bind | Rab7 wt GTP bind | ABCB1 block | ABCG2 block | HRas wt GTP bind | Rab2A wt mod | Cdc42 wt GTP | Mcl1 Noxa PPI
COc1nc(Oc2ccc(C(=O)OCC(N)=O)cc2)nc(N(C)C)n1 | 9 | 95 | x | 98 | 97 | -0.1 | 1 | 96 | 94 | 95 | 1
CCN(CC)C(=O)NCc1c(C)cc(C)cc1C | 22 | 96 | x | 98 | 95 | 0.1 | 0 | 97 | 96 | 98 | 11
Cc1cccc2cc3c(NC(=O)c4ccccn4)nn(C)c3nc12 | 5 | 101 | -32 | 101 | 100 | 0.2 | 0 | 101 | 100 | 102 | 6
C/C(=N/NC(=S)Nc1ccccc1)c1ccc2c(c1)OCO2 | 2 | 101 | -2 | 99 | 99 | -0.5 | -2 | 100 | 95 | 101 | -27
C/C(=N\NC(=O)c1ccc(CN(C)S(=O)(=O)c2ccc(C)cc2)cc1)c1ccc(OC(F)F)cc1 | 7 | 100 | 9 | 104 | 97 | 1.2 | 6 | 96 | 97 | 104 | 8
COC(=O)c1sc(NC(=S)NC(=O)c2ccccc2C)nc1C | 10 | 94 | 14 | 101 | 96 | -0.6 | 0 | 95 | 94 | 93 | 15
CN(C)S(=O)(=O)c1cccc(NC(=O)c2n[nH]c(=O)c3ccccc23)c1 | 12 | 93 | 17 | 92 | 103 | -0.3 | 9 | 95 | 95 | 90 | 7
CNc1ccc(SC#N)cc1 | 7 | 98 | x | 95 | 94 | 0.9 | 1 | 96 | 99 | 95 | 10
Cc1cc(C(=O)N=Nc2c(O)n(C(C)C)c3ccccc23)n[nH]1 | 7 | 93 | -8 | 93 | 97 | 0.8 | 5 | 96 | 96 | 94 | x
CCc1nnc(NC(=O)CSc2nc3ccccc3c(=O)n2CCCOC)s1 | 5 | 100 | 11 | 106 | 98 | 0.7 | 4 | 101 | 100 | 101 | 7
COC(=O)C1C2CCC(C2)C1C(=O)OCC(=O)c1ccc(C)cc1 (centres undefined) | 14 | 98 | -4 | 102 | 97 | 0.4 | 2 | 97 | 98 | 101 | 2
O=C(Cc1cc(=O)[nH][nH]1)N/N=C/c1cccc(Cl)c1Cl | 11&23 | 95 | 3 | 96&102 | 94&102 | -0.8&-0.7 | -2&0 | 96&100 | 94&100 | 102 | 2&-23
Clc1ccc(-n2c(SCc3nc4ccccc4[nH]3)nnc2-c2ccncc2)cc1 | 28 | 97 | 9 | 101 | 103 | 1.1 | 18 | 98 | 100 | 99 | 13
COC(=O)c1sccc1NC(=S)N1CCN(c2ccccc2F)CC1 | 9 | 86 | x | 89 | 94 | -0.3 | 6 | 91 | 88 | 93 | 1
COC(=O)c1cc(-c2cccc(OC)c2)n[nH]1 | 31 | 96 | x | 97 | 95 | 0.3 | 4 | 99 | 98 | 97 | 8
NS(=O)(=O)c1ccc(NC(=S)NCc2ccccc2Cl)cc1 | 7 | 100 | 8 | 104 | 98 | -0.6 | -2 | 101 | 100 | 98 | 16
O=C(NC(CC(=O)N1CCN(c2ccccc2)CC1)c1ccccc1)c1ccccc1Cl (centres undefined) | 14 | 100 | -6 | 106 | 96 | 1.9 | 12 | 101 | 99 | 104 | 11
CCOC(=O)CNS(=O)(=O)c1ccc(C)cc1 | 10 | 99 | -3 | 106 | 104 | 0.0 | 0 | 101 | 101 | 104 | 13
O=C(c1ccco1)N1CCN=C1SCc1cccc(F)c1 | 7 | 99 | x | 106 | 102 | -1.0 | 0 | 102 | 100 | 105 | 8
O=C(NCCc1ccccc1)c1cc(-c2ccc3c(c2)OCO3)on1 | 6 | 98 | x | 102 | 97 | 0.1 | 3 | 99 | 99 | 101 | 7

New compounds follow:
smiles | Avidin fluor | Rac1 mut GTP | Pf gametocyte | Rac1 wt GTP bind | Rab7 wt GTP bind | ABCB1 block | ABCG2 block | HRas wt GTP bind | Rab2A wt mod | Cdc42 wt GTP | Mcl1 Noxa PPI
COc1ccc(-c2ccc3c(n2)sc2c(=O)[nH]c(=O)[nH]c23)cc1OC | 25 | 94 | x | 93 | 97 | 0.0 | 1 | 94 | 94 | 92 | 84*
CCn1c(SC2CCOC2=O)nnc1-c1ccc(Cl)cc1 (centres undefined) | 14 | 94 | 8 | 100 | 96 | 0.3 | 1 | 93 | 95 | 95 | 3
CCn1c(SCC(=O)NCCOC)nc2sc(C)c(C)c2c1=O | 7 | 97 | x | 101 | 98 | 0.1 | 1 | 100 | 98 | 99 | 4
CCOC(=O)c1cnc2ccc(OCC)cc2c1N1CCN(C)CC1 | 31 | 99 | x | 108 | 99 | 3.1 | 53 | 100 | 100 | 105 | 28
O=C(O)CC1NC(=S)N(c2ccccc2)C1=O (centres undefined) | 15 | 102 | x | 107 | 103 | -0.3 | -3 | 105 | 101 | 106 | 24
CC1CCN(C(=S)c2cccc(O)c2)CC1 | 9 | 94 | 2 | 100 | 95 | -0.5 | -1 | 97 | 95 | 98 | -16
CCOC(=O)CNCCC(=O)c1ccc(Br)cc1 | 3 | 98 | -41 | 100 | 98 | -0.1 | 0 | 100 | 98 | 93 | -4
O=C(OC1CCCCC1)c1ccc(NC(=O)c2ccco2)cc1 | 10 | 92 | -11 | 91 | 96 | 1.3 | 7 | 92 | 94 | 85 | 6
CCOC(=O)c1sc2nccc(OC)c2c1N=CNOC | 10 | 90 | 0 | 83 | 92 | 0.6 | 5 | 87 | 88 | 90 | -2
O=c1[nH]c(N2CCCCC2)nc2c1CCCC2 | 36 | 103 | x | 106 | 99 | 0.3 | 3 | 103 | 101 | 105 | -14
Cc1ccc(CSc2nnc(SCC(=O)N/N=C/C=C/c3ccco3)s2)cc1 | 10 | 100 | 9 | 106 | 98 | 0.0 | 13 | 101 | 100 | 105 | 18
Cc1cc2ccccn2c1C(=O)Nc1ccccc1 | 11 | 94 | 6 | 95 | 107 | 0.5 | 10 | 99 | 97 | 105 | 22
CC(C)(C)NC(=O)C(c1ccco1)N(C(=O)Cn1nnc(-c2ccc(F)cc2)n1)c1cccc(F)c1 (centres undefined) | 21 | 98 | x | 103 | 103 | 0.5 | 2 | 100 | 98 | 104 | 15
O=C(NN1C(=O)C2C3c4ccccc4C(c4ccccc43)[C@@H]2C1=O)c1ccccc1 (some centres undefined) | 8 | 96 | -14 | 102 | 97 | 0.3 | 2 | 97 | 94 | 98 | 0
Cc1cc(C(=O)Nc2sc3c(c2C#N)CCCC3)no1 | 20 | 97 | x | 101 | 101 | 0.4 | 2 | 100 | 95 | 102 | 19
CN(C)CCNc1nc(-c2ccccc2)nnc1C(F)(F)F | 16 | 100 | 3 | 102 | 101 | -0.1 | -1 | 104 | 104 | 103 | 6
Cc1cc(=O)oc(C)c1C(=O)Nc1ccc2nsnc2c1 | 8 | 96 | x | 97 | 95 | -0.3 | -2 | 94 | 98 | 94 | x
O=[N+]([O-])c1cc(S(=O)(=O)N2CCCC2)ccc1N/N=C/c1cccs1 | 13 | 101 | x | 105 | 99 | 0.7 | 12 | 100 | 102 | 104 | 7
COc1ccc(C(c2nnnn2CC2CCCO2)N2CCN(c3ccccc3)CC2)cc1 (centres undefined) | 7 | 99 | 1 | 99 | 99 | 0.1 | 3 | 98 | 99 | 99 | 22
CC(C)(C)C(=O)NC(=S)Nc1ccccc1N1CCCC1 | 7 | 95 | 11 | 93 | 91 | 0.6 | 2 | 91 | 93 | 92 | -17

(list continues)
smiles | Avidin fluor | Rac1 mut GTP | Pf gametocyte | Rac1 wt GTP bind | Rab7 wt GTP bind | ABCB1 block | ABCG2 block | HRas wt GTP bind | Rab2A wt mod | Cdc42 wt GTP | Mcl1 Noxa PPI
COc1ccc(NC(=O)c2ccc3nc(-c4ccccc4)c(-c4ccccc4)nc3c2)c(OC)c1 | 9 | 97 | x | 100 | 98 | 0.0 | 0 | 101 | 99 | 97 | -8
O=C(CCCc1ccccc1)NCc1cccnc1 | 31 | 99 | -6 | 106 | 97 | 0.0 | 5 | 103 | 103 | 104 | -6
O=C1CSC(c2cccc([N+](=O)[O-])c2)N1c1ccccc1F (centres undefined) | 23 | 95 | x | 95 | 97 | 1.4 | 4 | 96 | 96 | 100 | 15
CCSc1nnc(NC(=O)CSc2nnc(CNC(=O)c3cc(OC)c(OC)c(OC)c3)o2)s1 | 10 | 99 | -8 | 101 | 99 | -0.7 | -3 | 100 | 99 | 104 | 11
Cc1ccc2c(CN3CCN(S(=O)(=O)c4ccc5c(c4)OCCO5)CC3)cc(=O)oc2c1C | 4 | 99 | x | 103 | 102 | 0.6 | 3 | 102 | 100 | 103 | 2
CN(C(=O)c1ccno1)c1nnc(-c2cnccn2)s1 | 6 | 96 | x | 103 | 98 | -0.3 | 8 | 101 | 97 | 98 | -17
Cc1cc(C)n2c(=O)c3ccc(Cl)cc3nc2c1C#N | 5 | 94 | -26 | 95 | 105 | -0.3 | 1 | 96 | 99 | 93 | 0
Cn1cc(Cl)c(C(=O)Nc2nc3ccc([N+](=O)[O-])cc3s2)n1 | 13 | 96 | 24 | 104 | 104 | 0.4 | 9 | 100 | 99 | 96 | 62*
CCc1nc2ccccc2n1Cc1cc(=O)n2cc(C)ccc2n1 | 8 | 100 | x | 104 | 104 | 0.3 | 0 | 103 | 102 | 106 | 8
Cc1ccc(-c2ccccc2)n1-c1ccc(C(=O)O)cc1 | 13 | 101 | 20 | 105 | 104 | 1.1 | 4 | 101 | 98 | 102 | 18
O=C(O)CCN1C(=O)C2C3CC(C2C1=O)C1C(c2ccccc2)c2sc(=O)n(-c4ccccc4)c2SC31 (centres undefined) | 21 | 94 | -5 | 98 | 93 | -0.3 | -1 | 94 | 95 | 96 | 4
CC(C)c1ccc(NC(=S)N(C)CCc2ccccn2)cc1 | 9 | 96 | 15 | 97 | 94 | -2.0 | -15 | 93 | 95 | 96 | -4

Individual results from the entries so far.
Entry of CCSc1nnc(NC(=O)CSc2nnc(CNC(=O)c3cc(OC)c(OC)c(OC)c3)o2)s1 under ABCB1 block: -0.7
Entry of Cn1cc(Cl)c(C(=O)Nc2nc3ccc([N+](=O)[O-])cc3s2)n1 under Pf gametocyte: 24
